Screening data as filed in PubChem.
CCHFV vOTU inh: blocks the CCHF virus ovarian tumor domain protease | AID 651958 | hit rate 0.55% among 370,000 | CCHFV vOTU protease, Pep-AMC fluorescence | inhibition, % at 11.5 µM; note: 0% = vehicle wells with enzyme and 100% = no enzyme wells
GDH-TPI counter: counter-screen for M. tuberculosis FBA inhibitors: GDH-TPI coupled enzymes; GDH-TPI coupled enzyme counterscreen, NADH absorbance; inhibition, % at 4.8 µM; hit rate 1.2% among 360,000; AID 588335;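 note: 0% = DMSO wells and 100% = wells lacking the enzyme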
Mtb UGM inh: inhibitors of M. tuberculosis UDP-galactopyranose mutase. hit rate 0.06% among 320,000. inhibition, % at 10 µM. P9WIQ1. purified UGM, fluorescence polarization probe displacement; in the data active = inhibition above about 10%, passing the limit was not always enough; inconclusive = no clear call, values can overlap the other calls
Target sequence (P9WIQ1 whole entry, looked up): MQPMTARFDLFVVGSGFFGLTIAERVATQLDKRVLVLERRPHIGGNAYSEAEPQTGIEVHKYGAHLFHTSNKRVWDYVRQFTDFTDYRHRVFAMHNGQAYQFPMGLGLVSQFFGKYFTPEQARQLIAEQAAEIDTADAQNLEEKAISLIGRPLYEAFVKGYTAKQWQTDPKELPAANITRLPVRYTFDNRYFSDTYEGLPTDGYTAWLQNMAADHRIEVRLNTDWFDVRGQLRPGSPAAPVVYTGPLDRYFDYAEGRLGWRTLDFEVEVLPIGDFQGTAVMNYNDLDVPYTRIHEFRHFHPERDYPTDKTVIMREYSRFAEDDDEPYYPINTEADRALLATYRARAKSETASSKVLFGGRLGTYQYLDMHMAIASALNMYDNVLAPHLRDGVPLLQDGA
FadD28 FP inh: inhibitors of Mycobacterium tuberculosis FadD28 bisubstrate binding. hit rate 0.22% among 360,000. AID 588549. inhibition, % at 12.5 µM. FadD28 bisubstrate probe binding, fluorescence polarization; in the data active = inhibition above about 8.5%, passing the limit was not always enough; inconclusive = no clear call, values can overlap the other calls
FBA Mtb inh: Mtb fructose-bisphosphate aldolase inhibition; purified M. tuberculosis FBA, fluorescence read-out; hit rate 2.3% among 360,000; inhibition, % at 1 µM; in the data active = inhibition above about 27%;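 note: 0% = vehicle and 100% = reference inhibitor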
Target sequence (P9WQA3 whole entry, looked up): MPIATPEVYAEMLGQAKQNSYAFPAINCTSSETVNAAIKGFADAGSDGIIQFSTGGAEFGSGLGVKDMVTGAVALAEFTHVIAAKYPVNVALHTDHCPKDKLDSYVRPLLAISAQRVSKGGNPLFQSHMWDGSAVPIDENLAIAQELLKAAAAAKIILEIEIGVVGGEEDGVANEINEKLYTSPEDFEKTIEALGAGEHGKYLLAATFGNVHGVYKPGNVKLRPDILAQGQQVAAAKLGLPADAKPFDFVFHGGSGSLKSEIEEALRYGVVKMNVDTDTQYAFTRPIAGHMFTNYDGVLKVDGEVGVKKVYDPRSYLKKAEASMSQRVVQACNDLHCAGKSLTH
BoNT F protease: blocks Botulinum neurotoxin F light chain protease | AID 588497 | hit rate 0.22% among 360,000 | Multiplex microsphere protease cleavage assay, flow cytometry | inhibition, % at 10 µM; in the data active = inhibition above about 35%, passing the limit was not always enough; inconclusive = no clear call, values can overlap the other calls; note: plate controls were buffer without enzyme for full effect and enzyme alone for no effect
BioA inh: blocks M. tuberculosis BioA enzyme activity | hit rate 0.096% among 360,000 | purified M. tuberculosis BioA enzyme, plate reader | inhibition, % at 9.99 µM; in the data active = inhibition above about 40%; inconclusive = no clear call, values can overlap the other calls
PrPC surface inh: inhibitors of human cell surface prion protein PrPC; P04156; TR-FRET read-out; inhibition, % at 13.8 µM; hit rate 0.43% among 370,000; in the data active = inhibition above about 24%; note: 0% = median of the test wells and 100% = reference compound wells
BoNT-A LC inh2: blocks Botulinum neurotoxin A light chain protease | multiplex microsphere protease substrate cleavage, flow cytometry | inhibition, % at 10 µM | hit rate 0.17% among 360,000; in the data active = inhibition above about 30%; inconclusive = no clear call, values can overlap the other calls; note: plate controls were buffer without enzyme for full effect and enzyme alone for no effect
* hit, by the source's call; u = inconclusive; x = no result given. Cut-off read from the data, not from the text of the source, unless noted: active = inhibition above about 30%; inactive = the rest.

Sequence of screens – CCHFV vOTU inh | GDH-TPI counter | Mtb UGM inh | FadD28 FP inh | FBA Mtb inh | BoNT F protease | BioA inh | PrPC surface inh | BoNT-A LC inh2
Cc1cccc(NC(=O)CCC(=O)Nc2nnc(C3CCCCC3)s2)c1
    -1 | 11 | 3.7 | -1.2 | 6 | 1 | -1.3 | -7 | 0.3
Cc1cc(C(=O)OCC(=O)c2cccs2)c2ccccc2n1
    -11 | 10 | 2.6 | -3.6 | 3 | -6 | x | -1 | -0.3
COc1ccc(CCNC(=O)CN2C(=O)c3ccccc3S2(=O)=O)cc1
    3 | -2 | -0.9 | -2.8 | 11 | -1 | 2.5 | 1 | -0.1
COc1cccc(NC(=O)N2CCc3nc(NCc4cccc(Oc5ccccc5)c4)ncc3C2)c1
    17 | 0 | x | -3.1 | -3 | -7 | -2.5 | 14 | -0.1
COc1ccc(CNC(=O)C2CCCN(S(=O)(=O)c3ccc(-n4cnnn4)cc3)C2)cc1 (configuration not stated)
    -17 | 16 | 0.2 | -0.9 | 0 | 3 | -1.2 | 2 | 0.2
O=C1C(O)CCN1Cc1ccccc1 (configuration not stated)
    3 | -7 | x | -2.6 | 4 | 0 | -1.5 | -6 | -0.3
CC(C)c1ccc(S(=O)(=O)c2cc3cc(Br)ccc3oc2=O)cc1
    -3 | 3 | -1.4 | -0.6 | -1 | 0 | x | 1 | 0.0
COC[C@H]1CCCN1c1ccc2c(c1)O[C@@H](COCc1ccccc1)CN([C@H](C)c1ccccc1)S2(=O)=O
    27 | x | x | x | x | -2 | x | 8 | 0.2
CCn1c(SCC(=O)N2CCc3ccccc32)nnc1-c1c[nH]c2ccccc12
    8 | -10 | 1.1 | 0.2 | 0 | -6 | 1.8 | 4 | -0.5
CN1CCN(Cc2c(O)ccc3occ(C(=O)c4ccccc4)c23)CC1
    7 | 9 | 2.0 | 1.0 | 2 | 2 | 2.1 | -7 | 0.3
COc1cc(OC)c(OC)cc1/C=N/Nc1ccc(Cl)nn1
    -5 | 29 | -4.2 | x | -1 | u | -2.2 | 2 | -0.2
Cc1cccc(NC(=O)C2(c3ccccc3)CCOCC2)c1
    -4 | 1 | 1.0 | -0.2 | 1 | -11 | x | 3 | -0.8
Cc1cc2ccccc2n2c(SCC(=O)N3CCc4ccccc4C3)nnc12
    -2 | 10 | 0.2 | -4.6 | 3 | -8 | 1.4 | 8 | 0.1
CC(CC1CC(C)(C)OC1=O)C(=O)Nc1nncs1 (configuration not stated)
    -11 | -3 | -1.1 | -2.6 | 3 | 11 | 0.0 | -3 | u
O=C(c1ccccc1)c1ccc(COC(=O)c2cnccn2)cc1
    8 | 3 | -2.3 | -1.7 | -1 | 0 | x | 9 | -0.9
COc1cccc(CN(C)S(=O)(=O)c2c(C)noc2C)c1OC
    5 | -5 | x | -0.7 | -2 | -2 | 0.3 | -9 | -4.5
CCOc1ccc(NC(=S)N2CCC(C(=O)c3ccc(F)cc3)CC2)cc1
    -6 | -1 | x | 0.5 | 2 | -6 | -1.1 | 4 | 0.7
COc1ccccc1-n1c(SC(C)C(=O)NCC2CCCO2)nc2cc(Cl)ccc2c1=O (configuration not stated)
    1 | -4 | 0.2 | -4.6 | -5 | -10 | x | 0 | -4.1
O=C1[C@H]2CCC=C[C@H]2[C@H](c2ccccc2Br)N1Cc1ccccc1
    4 | -9 | x | -2.6 | 0 | 4 | -0.1 | -9 | -0.2
COc1ccc2c(CC(=O)OCC(=O)Nc3ccc(C)cc3)coc2c1
    -5 | 0 | 0.5 | -3.0 | -3 | 1 | -0.5 | -3 | 1.5
CCOC(=O)c1[nH]c2ccccc2c1NC(=O)CC(C)C
    6 | 10 | 2.6 | -1.4 | 12 | 0 | -2.1 | -2 | -0.7
CC1=Nc2ccccc2N=C(NC(=O)c2ccccc2)C1c1ccc(Cl)cc1 (configuration not stated)
    -5 | 0 | 0.6 | -3.2 | -2 | 2 | -1.0 | 4 | -0.4
COc1ccc(C2(C)NC(=O)N(CC(=O)NC3CC3)C2=O)cc1 (configuration not stated)
    3 | 3 | -2.7 | -2.8 | 0 | 0 | 0.5 | -4 | -0.3
Cc1ccc(NC(=O)CSc2nnnn2C)cc1S(=O)(=O)N(C)C
    -4 | -4 | 0.7 | -0.4 | 2 | 4 | x | -4 | 0.2
CSc1nc(N2CCN(C)CC2)c2ccccc2n1
    0 | -4 | -0.2 | -2.0 | 9 | -7 | 1.8 | 0 | -1.3
CCc1ccc(NC(=O)/C(C#N)=C/c2cc3ccc(C)cc3nc2N2CCOCC2)cc1
    -3 | 1 | -0.2 | -3.0 | 0 | 0 | x | 5 | 2.2
O=C(Nc1ccc2ccccc2n1)Nc1cccs1
    -9 | 7 | 2.3 | -3.3 | -1 | u | 1.3 | 12 | -1.1
CN(c1ccccc1)S(=O)(=O)c1ccc(C(=O)N2CCc3ccccc3C2)cc1
    -12 | 5 | 0.6 | -1.4 | -2 | -4 | 3.3 | 3 | 0.0
c1ccc(N=Nc2ccc(C3=NCCO3)cc2)cc1
    12 | 36* | x | 2.0 | -1 | -5 | -1.6 | -8 | -0.4
COCCC(=O)N1CCC(Oc2ccc(C(=O)N(C)Cc3cc(C)no3)cc2)CC1
    17 | 2 | 0.2 | -0.5 | -1 | 1 | -0.8 | 3 | 0.9
O=C(CSc1nnc(NCc2ccccc2)s1)NC1CCS(=O)(=O)C1 (configuration not stated)
    13 | -5 | 0.7 | -0.1 | 5 | 0 | 1.0 | 6 | -0.8
CC(=O)N(C)c1ccc(NC(=O)CCN2C(=O)c3ccccc3C2=O)cc1
    4 | -13 | 1.4 | -3.6 | -4 | u | -1.0 | -5 | -2.1
Cc1ccc(C(=O)N/N=C/c2cc(Br)ccc2O)cn1
    18 | 17 | -1.4 | -1.2 | 4 | 7 | -2.9 | 15 | -0.2
O=[N+]([O-])c1cc(Oc2cccnc2)cc([N+](=O)[O-])c1
    5 | -2 | 1.0 | -0.7 | 2 | 3 | x | -55 | -0.1
CC(=O)N[C@@H](CC(=O)N[C@H](CCC(=O)O)C(=O)O)C(=O)O
    -2 | 3 | 3.6 | 0.6 | -3 | -20 | -1.6 | -5 | -1.1
Cc1ccccc1C(=O)N1CCC(n2nccc2NC(=O)C2CC2)CC1
    x | 1 | 5.4 | -0.3 | 4 | -3 | 0.2 | x | 0.6
O=C(Nc1ccc2c(c1)OCO2)C1CCCN(c2nc3ccccc3s2)C1 (configuration not stated)
    x | 6 | -3.9 | -1.0 | 1 | 14 | 5.7 | x | 13
COc1ccc(CN2CCN(C(=O)Cc3ccccc3)CC2)cc1OC
    5 | -5 | x | -1.0 | -1 | 6 | 1.1 | 4 | -0.4
O=C1NC2(CCCCC2)C(=O)N1c1ccccc1
    0 | -7 | -0.6 | -4.2 | -7 | -4 | -0.3 | -6 | -0.4
O=[N+]([O-])c1ccc(Oc2cc(NC3CCCCCCC3)c([N+](=O)[O-])cc2[N+](=O)[O-])cc1
    -7 | 5 | 1.7 | -0.6 | -1 | -5 | -2.3 | -7 | 0.2
O=C(CCN1C(=O)c2cccc3cccc(c23)C1=O)N1CCN(c2ccccc2F)CC1
    1 | 8 | 0.3 | -1.3 | -2 | -3 | x | -3 | -0.6
CCCCn1c(CCC(=O)O)ccc1-c1cccs1
    -7 | 8 | 0.5 | 1.8 | 13 | -4 | 0.3 | 7 | -0.1
Cc1ccccc1CSc1nnc([C@@H]2CCCN2)o1
    -6 | 4 | 1.1 | -2.4 | -2 | 0 | x | 0 | 0.1
O=C(O)c1ccc(Nc2nc3c(s2)CCCC3)cc1
    4 | 9 | 2.6 | -1.5 | 0 | 0 | x | -1 | 0.2
CCOc1ccc(CN(C)Cc2cc(=O)oc3c(C)c(C)ccc23)cc1OC
    13 | 1 | x | -2.4 | 3 | -7 | -0.5 | 10 | -1.1

Whole records, quoted from the list.
O=[N+]([O-])c1cc(Oc2cccnc2)cc([N+](=O)[O-])c1 reads CCHFV vOTU inh: 5; GDH-TPI counter: -2; Mtb UGM inh: 1.0; FadD28 FP inh: -0.7; FBA Mtb inh: 2; BoNT F protease: 3; BioA inh: x; PrPC surface inh: -55; BoNT-A LC inh2: -0.1
Cc1ccccc1C(=O)N1CCC(n2nccc2NC(=O)C2CC2)CC1 reads CCHFV vOTU inh: x; GDH-TPI counter: 1; Mtb UGM inh: 5.4; FadD28 FP inh: -0.3; FBA Mtb inh: 4; BoNT F protease: -3; BioA inh: 0.2; PrPC surface inh: x; BoNT-A LC inh2: 0.6

The results go on:
Sequence of screens – CCHFV vOTU inh | GDH-TPI counter | Mtb UGM inh | FadD28 FP inh | FBA Mtb inh | BoNT F protease | BioA inh | PrPC surface inh | BoNT-A LC inh2
Cc1cccc(OCCNc2ccc(C(F)(F)F)cc2[N+](=O)[O-])c1
    -5 | 7 | -1.5 | 0.5 | 4 | -11 | x | 5 | 0.1
Cc1cccc(NC(=S)NC2CC3CCCC(C2)N3Cc2cccs2)c1 (configuration not stated)
    -10 | -9 | 0.8 | -3.8 | -2 | -4 | -0.5 | -6 | -0.9
CSCCC(NC(=O)C1CCC(C)CC1)C(=O)NCCN1CCOCC1 (configuration not stated)
    -9 | 5 | -2.0 | 0.1 | 4 | 0 | -3.1 | -4 | 0.5
c1ccc(COc2cccc(-c3cc4nc(NCc5cccs5)ccn4n3)c2)cc1
    -1 | 13 | x | 0.0 | 10 | -4 | -0.5 | 7 | 0.4
CCOc1ccc(NC(=O)CN(C)C(=O)C2CC(=O)N(Cc3ccco3)C2)cc1OCC (configuration not stated)
    -11 | 2 | -0.3 | 0.0 | 5 | -5 | -4.0 | 3 | -3.3
Cn1nc(C(=O)N2CCN(c3ccc(Cl)cc3)CC2)c2c1-c1ccccc1S(=O)(=O)C2
    8 | 8 | 0.7 | 0.0 | -2 | 7 | -0.4 | -4 | -0.1
CN(Cc1ccccc1)C(=O)c1cccnc1
    10 | 7 | -0.2 | -1.1 | 2 | x | -2.1 | -4 | x
Cc1ccc(SC(C)C(=O)Nc2ncn[nH]2)cc1 (configuration not stated)
    -2 | -9 | 0.1 | -2.8 | 2 | -8 | -0.7 | -3 | 0.0
CCCn1c(SCC(=O)N2CCN(c3ccc(OC)cc3)CC2)nc2c1c(=O)n(C)c(=O)n2C
    -11 | -1 | -1.4 | -2.7 | 0 | -1 | 2.0 | 5 | -0.1
CCNc1nc(NC(C)C)nc(NS(=O)(=O)c2ccc(C)cc2)n1
    -8 | 4 | 2.4 | -0.5 | 1 | u | -1.6 | 2 | -2.7
CC(CN1CCCCC1)OC(=O)c1ccc2c(c1)OCO2 (configuration not stated)
    17 | 7 | -0.1 | -3.3 | 0 | -4 | 1.0 | -5 | -0.2
CC(C)(C)OC(=O)N1CCC(NC(=O)c2nc[nH]c2C(=O)N2CCN(c3ccccc3)CC2)CC1
    0 | -1 | 1.2 | -2.6 | -2 | -2 | -28 | -7 | 0.4
CC1(c2nnc(-c3ccc(F)cc3)o2)CC(c2c(Cl)cccc2Cl)=NO1 (configuration not stated)
    -3 | -4 | 0.5 | -2.2 | -1 | 1 | 1.1 | -7 | -0.3
Cc1cc(C)c2c(=O)[nH]c(SCC(=O)N3CCOCC3)nc2n1
    4 | 0 | 1.1 | -3.0 | 6 | -3 | x | 4 | -0.1
Cc1cccc(NS(=O)(=O)c2cccc(C(=O)N3CCCCCCC3)c2)c1
    19 | -1 | -1.1 | -1.2 | 4 | -4 | -4.6 | 5 | -0.1
Cc1cccc(Oc2ccc(S(=O)(=O)N3CCCCC3)cc2NC(=O)C2=COCCO2)c1
    -4 | -6 | -3.6 | -3.9 | -1 | -2 | -0.9 | 3 | -0.6
O=S(=O)(c1ccc(F)cc1)N1CCc2ccccc2C1
    0 | -16 | -0.8 | -4.3 | -2 | u | 3.5 | -2 | -3.3
COc1ccc(NC(=O)Nc2ccc(OCc3ccccc3)cc2)cn1
    -7 | 12 | -0.4 | -0.4 | -1 | 4 | -5.3 | 11 | -2.6
COc1ccccc1NC(=O)CSc1nc(=O)n(Cc2ccncc2)c2c1CCCC2
    26 | 6 | -0.7 | -3.2 | -2 | 2 | 14 | 8 | 0.0
